Screening data as filed in PubChem.
NPY-Y2 PAM-ag = potentiates or activates human NPY-Y2 receptor | 0.45% of 220,000 active | P49146 | cells expressing NPY-Y2, potentiator/agonist read-out | activation, % at 3.6 µM; in the data active = activation above about 27%;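 note: cells stimulated with NPY near EC25 plus isoproterenol at EC100; 0% = vehicle plus submaximal agonist and 100% = vehicle plus saturating agonist; some results beyond the cut were filed as inactive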
NPY-Y1 PAM-ag = human NPY-Y1 potentiation or agonism, primary screen | P25929 | NPY-Y1 expressing cells, potentiator/agonist activation | activation, % at 3.6 µM | 0.37% of 220,000 active | AID 1304; in the data active = activation above about 33%, passing the limit was not always enough;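 note: cells stimulated with NPY at EC10 then isoproterenol at EC100; 0% = low agonist plus stimulus and 100% = saturating agonist plus stimulus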
Target sequence (P25929 whole entry, looked up): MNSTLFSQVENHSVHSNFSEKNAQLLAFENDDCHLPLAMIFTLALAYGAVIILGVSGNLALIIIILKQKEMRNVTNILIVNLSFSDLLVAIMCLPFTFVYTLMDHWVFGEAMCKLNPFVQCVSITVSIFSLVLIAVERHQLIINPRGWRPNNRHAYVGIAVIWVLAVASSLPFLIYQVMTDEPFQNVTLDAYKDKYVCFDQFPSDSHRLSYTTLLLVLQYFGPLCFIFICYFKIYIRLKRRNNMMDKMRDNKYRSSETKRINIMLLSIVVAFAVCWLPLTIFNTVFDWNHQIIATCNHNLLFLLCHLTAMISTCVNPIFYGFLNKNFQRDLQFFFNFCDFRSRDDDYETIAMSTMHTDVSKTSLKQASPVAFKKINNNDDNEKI
EP2 modulator = modulates human prostaglandin E2 receptor EP2 signaling; P43116; EP2-expressing cells, cAMP HTRF FRET, PGE2 co-stimulation; induction, % at 25 µM; 0.83% of 260,000 active; AID 940;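 active = compounds whose cAMP rise, as percent of the full-agonist control response, exceeds 60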;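 note: rat C6 glioma line stably carrying human EP2 under a CMV promoter; the protocol text gives 20 µM as final concentration; 100% = response of wells given 1 µM PGE2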
S1P4 agonist = agonists of human S1P4 receptor | S1P4-expressing cell line, agonist reporter assay | activation, % at 4.98 µM | 0.35% of 220,000 active; in the data active = activation above about 11%;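 note: 0% = DMSO vehicle and 100% = reference agonist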
Target sequence (O95977 whole entry, looked up): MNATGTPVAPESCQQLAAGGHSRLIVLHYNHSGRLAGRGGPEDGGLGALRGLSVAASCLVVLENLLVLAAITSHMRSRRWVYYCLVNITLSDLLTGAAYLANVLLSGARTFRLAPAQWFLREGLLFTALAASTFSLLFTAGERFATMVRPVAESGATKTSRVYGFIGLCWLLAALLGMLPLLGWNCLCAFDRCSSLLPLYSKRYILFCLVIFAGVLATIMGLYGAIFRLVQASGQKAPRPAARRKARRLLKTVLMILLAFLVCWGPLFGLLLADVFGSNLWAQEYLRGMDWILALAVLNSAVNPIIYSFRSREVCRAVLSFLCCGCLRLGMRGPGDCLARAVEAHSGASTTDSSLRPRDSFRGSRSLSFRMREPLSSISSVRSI
zfTRPN1 agonist = zebrafish TRPN1 (NompC) channel agonism | HEK293 zebrafish TRPN1-YFP, Fluo-8 calcium fluorescence; 100% = response to 87 µM carbachol | activation, % at 3 µM | 0.18% of 220,000 active | AID 1424;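 active = activation above its plate's cutoff, the mean activation of test wells on that plate plus 3 SD, cut at about 19% in these data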;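 note: 0% = DMSO alone and 100% = 87 µM carbachol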
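Material: zebrafish TRPN1-YFP in HEK293 cells. Doses: one dose of 3 µM, 0.3% DMSO. Incubation: dye 1 h 37 °C plus 30 min RT. Measured by: intracellular calcium fluorescence with Fluo-8.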
S1P4 antag = antagonists of human S1P4 receptor; O95977; S1P4-expressing cells, antagonist mode, reporter read-out; inhibition, % at 4.98 µM; 0.26% of 220,000 active; in the data active = inhibition above about 29%;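 note: 0% = wells stimulated with agonist and 100% = vehicle wells without agonist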
TRPML3 agonist = activates the human TRPML3 channel; HEK293 TRPML3-YFP, Fluo-8 calcium fluorescence; 100% = the carbachol control signal; activation, % at 3 µM; 0.29% of 220,000 active; AID 1448; Q8TDD5;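 active = activation above its plate's cutoff, the mean activation of the plate's test wells plus 3 SD, cut at about 12% in these data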;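 note: 0% = DMSO only wells and 100% = carbachol wells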
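system = HEK293 cells stably carrying human TRPML3-YFP | doses = one concentration, 3 µM nominal, 0.3% DMSO | timing = dye loading 1 h 37 °C then 30 min ambient, 125 s read | detection = Fluo-8 calcium dye fluorescence, ex 470-495, em 515-575 nm | benchmarks = high control carbachol 87 µM, low control DMSO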
CHOP inhibitor = blocks CHOP induction under ER stress; 3.8% of 220,000 active; inhibition, % at 10 µM; AID 2732; CHO-K1 CHOP-promoter luciferase, tunicamycin-induced, 15-18 h;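 active = compounds that reduced the stress-induced luciferase reporter signal by more than about 70% of percent inhibition, limit read from the data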;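 note: 0% = tunicamycin plus vehicle and 100% = wells without tunicamycin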
NPY-Y1 antag = antagonists of human neuropeptide Y receptor Y1. 1% of 200,000 active. P25929. HEK293-CNG Y1 cells, membrane potential fluorescence; NPY at EC95, then isoproterenol. inhibition, % at 3.6 µM;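 active = inhibition above the campaign mean inhibition of all tested compounds plus 3 SD, cut at about 20% in these data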;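 note: 0% = DMSO wells given NPY plus isoproterenol and 100% = isoproterenol alone without NPY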
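Test system: HEK293 cells co-expressing NPY Y1 receptor and cyclic-nucleotide gated channel; Also added: NPY (25 nM), isoproterenol (1 µM), Ro 20-1724 (25 µM); Compound dosing: one concentration, 3.6 µM, in 0.4% DMSO; Timing: dye 3 h, compound 60 min room temperature, stimulation 45 min; Technique: Membrane-potential fluorescent dye readout.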
Active calls of the source: *; nt = no result given; & = joins results of further samples.

SMILES	NPY-Y2 PAM-ag	NPY-Y1 PAM-ag	EP2 modulator	S1P4 agonist	zfTRPN1 agonist	S1P4 antag	TRPML3 agonist	CHOP inhibitor	NPY-Y1 antag
C/C(=N\NC(=O)c1nn(C)c(C)c1Br)c1ccc(NC(=O)c2ccc(C)s2)cc1	11	10	15	-0.1	-1.0	-11	1.6	-15	4
CCCOC(=O)CSC1=C(C#N)C(c2ccccc2OCC)C(C#N)C(=O)N1 (configuration not stated)	-8	-11	35	2.2	-0.6	7	-1.1	21	3
Cn1nnnc1SCCNCc1ccccc1OCc1ccccc1	-3	-14	4	0.1	-0.6	-4	-0.1	14	2
COc1ccc(-c2nc(-c3cccc([N+](=O)[O-])c3O)cc(=O)o2)cc1OC	-10	-12	1	2.7	1.4	-19	0.6	-15	2
O=C(Nc1nnc(SCC(=O)N2CCCc3ccccc32)s1)c1cccc2ccccc12	7	-12	-38	2.6	0.0	-13	0.4	50	3
O=C(Cn1c(COc2ccc(Cl)cc2)nc2ccccc21)NCC(F)(F)F	-5	-13	12	-0.5	-0.8	4	-0.6	16	2
COc1ccc(C2CC(c3cc(Br)ccc3F)n3nnnc3N2)cc1 (configuration not stated)	9	6	-21	-1.4	1.0	0	0.1	69	6
CCn1c(O)c(/C=C2\C=Nc3ccccc32)sc1=O	6	1	-40	-2.1	0.0	2	1.0	22	1
CCN(CC)CCNC(=O)c1ccc2c(=O)n(C3CCCC3)c(=S)[nH]c2c1	-10	8	-20	0.6	1.6	7	0.9	36	-3
O=C(Cn1c(=O)n(CCCCC(=O)NC2CCCC2)c(=O)c2ccccc21)NCCC1=CCCCC1	4	-10	16	0.0	0.0	-9	0.0	-19	6
CSc1nc2ccc(NC(=O)C3=NN(c4ccccc4)C(=O)CC3)cc2s1	-2	-8	-75	1.5	0.5	-14	-0.5	-19	6
CCN(CCCn1c(SCC#N)nc2ccccc2c1=O)c1ccccc1	-23	-29	26	0.2	-2.6	-5	-0.7	67	15
Cc1cccc(C)c1NC(=O)/C(C#N)=C/c1cccs1	1	13	-16	0.8	-2.0	8	-0.2	-6	-1
O=C(Nc1cnn(Cc2ccc(Cl)cc2)c1)c1cccs1	1	18	-22	0.6	-0.2	-15	-1.2	2	nt
O=C(COC(=O)C1CCCN1C(=O)c1cccs1)c1ccccc1 (configuration not stated)	2	22	8	-0.5	-0.5	24	-0.5	23	5
COc1ccc(F)cc1C(=O)C1CCCN(Cc2ccc3c(c2)OCCO3)C1 (configuration not stated)	-18	-49	-9	-0.9	0.6	3	0.2	7	5
Cc1ccc(S(=O)(=O)N(C)c2ccc(C(=O)O)cc2)cc1	19	11	10	-3.2	-0.2	16	-0.2	1	10
CCC(N1CCOC1=O)S(=O)(=O)c1ccc(C)cc1 (configuration not stated)	9	-24	3	-0.6	-0.8	-4	0.5	-11	8
O=C(Cc1ccc(F)cc1)N1CCN=C1SCc1ccc([N+](=O)[O-])cc1	23	13	-4	0.2	-1.8	5	0.4	28	-1
COc1cccc(NC(=O)Nc2ccc3c(c2)nc(C)n3C)c1	-2	-4	-32	0.3	0.2	-2	0.5	6	3
O=C(OCC(=O)N1CCN(Cc2ccccc2)CC1)c1ccc(Cl)cc1	-10	-21	-13	-0.6	2.9	4	2.3	24	8
O=C(CSc1nnc(SCc2ccccc2)s1)N/N=C/C=C\c1ccco1	-6	-6	11	-0.1	2.4	-22	-0.3	-3	6
Cc1ccc(NC(=O)COC(=O)CNC(=O)c2cccc([N+](=O)[O-])c2)cc1S(=O)(=O)N1CCCCCC1	12	1	-22	0.6	-0.4	-3	0.7	41	4
O=C(O)c1ccc(CSc2nnc(-c3ccco3)n2-c2ccccc2)cc1	-11	-9	24	0.9	1.2	1	1.3	-6	3
COc1ccc2cc(C(c3nnnn3CCc3ccccc3)N3CCC(O)CC3)c(=O)[nH]c2c1 (configuration not stated)	1	9	25	-1.1	1.1	-2	1.2	-6	2
COc1ccc(CNCCC(c2ccccc2)C2CCOC(C)(C)C2)cc1 (configuration not stated)	3	2	-32	0.9	0.4	-9	0.8	25	12
O=C(NC(=O)c1ccccc1F)OCc1ccc(Cl)cc1Cl	4	0	-52	-0.3	-1.6	11	-1.0	-9	nt
CN1CCN(C(=S)SCc2nc(N)nc(Nc3ccc(F)cc3)n2)CC1	6	-8	-40	-0.2	-0.3	-6	0.7	8	1
CCn1c(SCc2ccccc2)nnc1-c1cccnc1	-9	-8	-8&1	-1.6	1.1	-1	0.1	1	3
Cc1ccc(S(=O)(=O)C(C#N)c2nc3ccccc3nc2N2CCC(C)CC2)cc1 (configuration not stated)	-13	8	27	-2.5	5.0	9	0.2	18	-3
Cc1ccccc1OCc1nnc(SCC(=O)O)n1Cc1ccccc1	-18	-22	6	1.0	-0.5	1	0.8	4	6
CC(=O)Nc1ccc(S(=O)(=O)N(C)CC(=O)OCC(=O)NC(C)C23CC4CC(CC(C4)C2)C3)cc1 (configuration not stated)	-27	-54	9	-4.3	1.8	2	0.3	12	7
CN(C)C(CNC(=O)Cc1ccc([N+](=O)[O-])cc1)c1ccccc1 (configuration not stated)	-5	23	-13	1.2	0.2	3	2.1	10	1
O=C(NCCN1C(=O)S/C(=C\c2ccc(F)cc2)C1=O)C1CCN(S(=O)(=O)c2cccs2)CC1	-3	-10	-18	0.9	0.0	2	0.7	45	5
COc1cccc(OCCCCCCN2CCOCC2)c1	-13	-26	3	1.6	-0.1	-9	1.0	41	1
Cc1ccc(S(=O)(=O)NC(c2ccccc2)C(C)C(=O)n2nc(C)cc2C)cc1 (configuration not stated)	-11	10	23	0.8	-1.3	-9	-0.9	73*	3
O=C(COC(=O)c1ccco1)NCc1ccc(Cl)cc1	3	3	27	0.6	0.5	-17	-0.4	14	4
CCN1CCN(c2ncc(C(=O)N3CCN(c4ccccc4OC)CC3)c3ccccc23)CC1	3	17	nt	0.0	0.7	-3	1.3	nt	4
S=C(Nc1ccc(Cl)cc1)NC1CC2CCC(C1)N2Cc1ccccc1 (configuration not stated)	-2	18	-23	-0.7	4.7	17	4.3	5	0
O=C(CN(CC1CCCO1)S(=O)(=O)c1ccc(S(=O)(=O)NCC2CCCO2)cc1)Nc1ccccc1 (configuration not stated)	-8	5	12	2.3	-0.6	4	0.2	19	0
O=C(CN(c1ccccn1)S(=O)(=O)c1ccccc1)N/N=C/c1cccc([N+](=O)[O-])c1	7	8	-12	1.1	0.0	7	0.2	-5	-5
O/N=C/c1ccc2ccccc2n1	-21	3	-17	0.1	1.9	-9	0.0	-30	nt
Cc1ccc(S(=O)(=O)c2c(C)nn(C(C)(C)C)c2OC(=O)c2cccs2)cc1	-2	5	27	-4.1	0.1	8	1.5	72*	1
CCOCCC(=O)Nc1cc(Cl)ccc1OC	5	-12	12	0.7	0.7	-26	1.2	13	7
CCC(OC(=O)c1ccco1)C(=O)NCc1ccc(C)cc1 (configuration not stated)	2	-8	27	-1.1	3.0	0	-0.1	11	4
O=c1c2cc(Cl)cc(Cl)c2nc2n1CCC2	-6	-11	-12	-1.3	0.3	2	0.8	5	6
COc1ccc(NC(=O)c2oc3ccccc3c2NC(=O)C(C)(C)C)cc1	-25	-15	2	2.7	0.1	3	-1.7	103*	3
Cc1cc(-c2n[nH]c(=S)n2/N=C/c2ccccc2[N+](=O)[O-])n[nH]1	2	-14	5	5.4	1.4	-9	0.6	-12	0
CCOC(=O)c1cc(NC(=O)c2ccc(C)cc2)c(=O)oc1C(F)(F)F	-7	-1	21	1.6	3.0	6	0.7	17	2
CN(Cc1ccccc1)c1ccc(C(=O)O)cc1[N+](=O)[O-]	-6	13	-2	4.9	-1.8	-9	0.3	-15	6
COC(=O)CCCCCN1C(=O)/C(=C\c2ccncc2)SC1=S	7	-5	-40	-0.4	5.0	1	2.7	20	nt
CC(=O)Nc1nc2ccccc2n1Cc1ccccc1Cl	-10	17	15	0.0	-0.3	27	-0.2	-78	nt
CC(NC(=O)c1ccc(F)cc1)c1nc2ccccc2n1Cc1ccccc1F (configuration not stated)	-6	-10	23	1.6	-1.6	-28	-1.0	10	-4
O=C(O)COc1ccc2c(c1)OCCO2	-14	-13	26	1.8	0.1	-1	0.8	46	16
COc1ccc(OC)c(NC(=O)CSc2nnnn2C)c1	16	6	21	-2.5	0.9	-1	0.9	-7	1
CC(=O)Oc1ccc(NC(=O)Cc2ccccc2)c(C(=O)O)c1	4	-3	38	1.1	-0.4	-16	1.1	-2	0
CC1CCCCC1NC(=O)C1Cc2ccccc2CN1S(C)(=O)=O (configuration not stated)	2	2	37	-1.1	0.9	-9	0.0	15	6
COCc1c(C(=O)N/N=C(/C)c2ccccc2)nnn1-c1nonc1N	4	11	18	1.9	1.5	-12	0.7	18	2
Cc1ccc(S(=O)(=O)c2cn(Cc3ccc(F)cc3)c3cc4c(cc3c2=O)OCO4)cc1	-6	4	2	2.6	-1.6	-4	-0.6	-14	5
COc1ccc(C(=O)Nc2cc(=O)n(C)c(=O)n2C)cc1	-11	-1	9	0.8	1.9	-7	0.2	-11	1

A stretch from further up:
SMILES	NPY-Y2 PAM-ag	NPY-Y1 PAM-ag	EP2 modulator	S1P4 agonist	zfTRPN1 agonist	S1P4 antag	TRPML3 agonist	CHOP inhibitor	NPY-Y1 antag
Cc1cc(-c2n[nH]c(=S)n2/N=C/c2ccccc2[N+](=O)[O-])n[nH]1	2	-14	5	5.4	1.4	-9	0.6	-12	0
CCOC(=O)c1cc(NC(=O)c2ccc(C)cc2)c(=O)oc1C(F)(F)F	-7	-1	21	1.6	3.0	6	0.7	17	2

Continuation.
SMILES	NPY-Y2 PAM-ag	NPY-Y1 PAM-ag	EP2 modulator	S1P4 agonist	zfTRPN1 agonist	S1P4 antag	TRPML3 agonist	CHOP inhibitor	NPY-Y1 antag
O=C(CCNS(=O)(=O)c1ccc(Br)s1)N1CCCCC1	11	8	-5	0.5	0.3	-37	0.5	10	-3
C=CCNC(=O)/C=C/c1c(F)cccc1Cl	-2	2	-4	-1.1	0.2	-8	0.1	-23	1
O=C(O)CCC(CNS(=O)(=O)c1ccccc1)C(F)(F)F (configuration not stated)	-2	1	34	-0.3	0.1	-16	0.1	-10	-4
COc1cc(/C=N/NC(=O)c2cncc(Br)c2)cc([N+](=O)[O-])c1O	-10	-3	-20	-0.2	0.5	16	0.9	7	nt
CCOC(=O)C1=C(C)N(C)C(=S)NC1c1ccccc1 (configuration not stated)	-3	-19	11	1.8	-0.9	-10	-0.6	6	9

3 entries already listed, sorted by molecular weight, low to high.
SMILES	NPY-Y2 PAM-ag	NPY-Y1 PAM-ag	EP2 modulator	S1P4 agonist	zfTRPN1 agonist	S1P4 antag	TRPML3 agonist	CHOP inhibitor	NPY-Y1 antag
COc1ccc(C(=O)Nc2cc(=O)n(C)c(=O)n2C)cc1	-11	-1	9	0.8	1.9	-7	0.2	-11	1
O=C(O)CCC(CNS(=O)(=O)c1ccccc1)C(F)(F)F (configuration not stated)	-2	1	34	-0.3	0.1	-16	0.1	-10	-4
COc1cc(/C=N/NC(=O)c2cncc(Br)c2)cc([N+](=O)[O-])c1O	-10	-3	-20	-0.2	0.5	16	0.9	7	nt
